Screening results from PubChem BioAssay.
Scp1 inh – inhibitors of human Scp-1 phosphatase. Recombinant Scp1, phosphopeptide, malachite green phosphate absorbance. inhibition, % at 20 µM. actives 0.88% (n = 340,000);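 active = inhibition above about 50% at 20 µM, limit read from the data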;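 note: plate controls were DMSO wells with enzyme for no effect and wells lacking enzyme for full effect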
Target sequence (Q9GZU7 76-261 limits assumed): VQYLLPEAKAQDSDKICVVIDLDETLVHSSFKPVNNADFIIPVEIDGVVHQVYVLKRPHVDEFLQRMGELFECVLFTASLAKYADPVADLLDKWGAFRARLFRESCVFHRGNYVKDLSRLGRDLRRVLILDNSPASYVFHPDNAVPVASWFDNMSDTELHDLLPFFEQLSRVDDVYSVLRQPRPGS
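Test system: SCP-1 phosphatase catalytic domain, residues 76-261; measured by: colorimetric phosphate reagent with accelerator and stabiliser, absorbance at 630 nm; timing: enzyme reaction 45 min at room temperature, colour 5 min, stabilisation 30 min; also added: Phosphorylated 17-residue peptide substrate; compound dosing: one concentration, 20 µM, with 1.0% DMSO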
CendR NRP1 mod – NRP-1/CendR interaction modulation | O14786 | FAM-RPARPAR peptide binding to NRP-1, fluorescence polarization | inhibition, % at 25 µM | actives 0.85% (n = 360,000) | AID 602438;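 active = inhibition or corrected inhibition above about 18%, plus a signal ratio from 0.5 to 1.5, limit read from the data, passing the limit was not always enough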; note: strong numbers were not always called active
LMPTP block – LMPTP (human) inhibition | recombinant LMPTP-A, OMFP fluorogenic substrate, fluorescence intensity | actives 0.22% (n = 360,000) | inhibition, % at 20 µM;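 active = compounds that cut the enzyme signal by at least half of the control window in the single-dose screen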;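 note: plate controls were DMSO wells with enzyme plus substrate for no effect and substrate without enzyme for full effect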
Target sequence (P24666 whole entry, looked up): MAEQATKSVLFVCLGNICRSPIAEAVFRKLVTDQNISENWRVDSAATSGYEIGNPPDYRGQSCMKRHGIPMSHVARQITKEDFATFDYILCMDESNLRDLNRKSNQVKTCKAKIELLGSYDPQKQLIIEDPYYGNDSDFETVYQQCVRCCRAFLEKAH
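Assay system: LMPTP-A, protein tyrosine phosphatase of low molecular weight / Medium: pH 6.0 Bis-Tris buffer with DTT and Triton X-100 / Schedule: 50 min enzyme reaction at room temperature, protected from light / Measured by: endpoint fluorescence intensity from OMFP dephosphorylation / Read-out basis: % inhibition relative to no-enzyme and uninhibited control wells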
MT1-MMP act inh – blocks activation of human MT1-MMP | P50281 | HT1080 RFP-PRO-GFP cells, GFP/RFP ratio fluorescence, overnight; percent of plate control window, DMSO zero | GFP/RFP ratio change, % at 20 µM | actives 0.061% (n = 360,000) | AID 651647;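 active = GFP/RFP ratio change of at least 30% with cell ATP level not reduced by more than half and red fluorescence within 50% of control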; note: strong numbers were not always called active
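Assay system: HT1080 RFP-PRO-GFP cells. Benchmarks: DMSO vehicle wells and RFP-L50D-GFP reporter cell wells. Times: overnight cell settling, then overnight compound exposure, 37 °C, 5% CO2. Compound: 20 µM single dose, 1% DMSO. Read-out basis: GFP/RFP fluorescence ratio.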
DNMT1 block – DNMT1 (human) enzyme inhibition; inhibition (reported as % activation of signal), % at 10 µM; AID 588458; P26358; actives 0.83% (n = 360,000); DNMT1 molecular beacon, Hinp1I cleavage, fluorescence; in the data active = inhibition above about 50%
SUMO1 PPI mod – SUMO1-SIM interaction modulation; P63165; SUMO1 binding to a labelled peptide, TR-FRET, 1 h; inhibition, % at 20 µM; actives 0.33% (n = 360,000); in the data active = inhibition above about 37%
Target sequence (P63165 whole entry, looked up): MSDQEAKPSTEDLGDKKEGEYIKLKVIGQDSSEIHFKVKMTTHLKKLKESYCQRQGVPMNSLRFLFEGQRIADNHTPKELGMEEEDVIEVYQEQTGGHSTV
Rpn11 inh – inhibitors of human proteasome Rpn11; O00487; AID 588493; human 26S proteasome, Ub4-pepOG fluorescence polarization; 20S core pre-blocked with epoxomicin; calls only at 20 µM; actives 0.59% (n = 360,000);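 active = inhibition at 20 µM, scaled to each plate's controls, above about 33%, limit read from the data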
Target sequence (O00487 whole entry, looked up): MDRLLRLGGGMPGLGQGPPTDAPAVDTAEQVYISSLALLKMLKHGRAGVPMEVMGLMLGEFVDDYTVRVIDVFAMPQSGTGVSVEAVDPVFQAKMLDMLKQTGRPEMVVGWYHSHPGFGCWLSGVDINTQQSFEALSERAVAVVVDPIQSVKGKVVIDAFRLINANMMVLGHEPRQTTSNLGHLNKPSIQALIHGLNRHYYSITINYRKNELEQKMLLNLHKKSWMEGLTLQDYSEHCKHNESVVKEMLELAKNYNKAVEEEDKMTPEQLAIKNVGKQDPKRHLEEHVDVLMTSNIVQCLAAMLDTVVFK
SKN-1 block – inhibitors of C. elegans SKN-1. C. elegans VP596 Pgst-4::GFP/RFP ratio, acrylamide-induced, 24 h. inhibition, % at 21.8 µM. actives 0.49% (n = 360,000). AID 624304;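 active = interference check ratio from 0.5 to 1.5 plus GFP to RFP signal ratio inhibition reaching or exceeding a fixed threshold, cut at about 30% in these data, passing the limit was not always enough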; note: some compounds called inactive have numbers as strong as hits
STEP inh – blocks human striatal-enriched tyrosine phosphatase. P54829. recombinant STEP, OMFP fluorogenic substrate, fluorescence. inhibition, % at 20 µM. actives 0.25% (n = 360,000);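 active = inhibition at 20 µM, scaled per plate between control wells, above about 37%, limit read from the data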;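 note: 0% = DMSO with enzyme and substrate and 100% = substrate only without enzyme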
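material = STEP tyrosine phosphatase | reagent = fluorogenic phosphatase substrate OMFP at 25 µM final | doses = single compound dose of 20 µM, 1% DMSO final | schedule = 20 min reaction, room temperature, in the dark | measured by = fluorescence, 480/540 nm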
NadD inh – blocks S. aureus nicotinate mononucleotide adenylyltransferase; purified NadD enzyme, colorimetric absorbance read-out; inhibition, % at 20 µM; actives 0.78% (n = 360,000); AID 602399; in the data active = inhibition above about 26%; note: some compounds past the cut are filed as inactive
Active calls of the source: *; i = inactive; / = no result given. An unsorted share of the library; any-hit rate near 3.9%.

SMILES	Scp1 inh	CendR NRP1 mod	LMPTP block	MT1-MMP act inh	DNMT1 block	SUMO1 PPI mod	Rpn11 inh	SKN-1 block	STEP inh	NadD inh
COc1ccccc1-c1sc2cc3c(cc2c1-c1ccc(OCCN2CCCCC2)cc1)OCO3	15	6	5.6	-7	-8	-39	i	-4	10	9
COc1ccc(CCNC2=NCCS2)cc1	-5	-5	0.2	2	-1	2	i	17	5	0
CC(C)(C)NC(=O)CSc1nc2ccccc2c(=O)[nH]1	-2	3	0.0	-1	1	1	i	5	-5	-4
CC(OC(=O)c1cc2sccc2n1C)C(=O)NCCc1ccccc1 (stereo not drawn)	-2	9	0.1	3	10	-4	i	4	-3	-8
Fc1cc(F)cc(NC(=S)Nc2ccccc2N2CCOCC2)c1	-10	2	-1.9	1	0	3	i	-1	0	0
CC1(C)[C@H]2CC=C(CN3CCC(N4CCC(C(=O)N5CCCC5)CC4)CC3)[C@@H]1C2	-8	-14	-2.8	9	0	-5	i	-3	-2	-7
CCOC(=O)c1sc2ncc([N+](=O)[O-])cc2c1N	-5	7	-0.4	2	-2	-33	i	6	-1	-12
CCOCCCNC(=O)CN1C(=O)c2ccccc2Sc2ncccc21	-4	7	0.8	-2	2	-4	i	28	0	-5
COc1ccccc1N1CCN(C(=O)c2ccc3c(=O)n(Cc4ccc5c(c4)OCO5)c(=O)[nH]c3c2)CC1	1	-1	0.7	11	-3	3	i	-2	-1	15
CN(C)CCCN(C(=O)c1ccc(S(=O)(=O)N2CCOCC2)cc1)c1nc2cc3c(cc2s1)OCO3	-5	18	-3.5	-1	-2	-7	i	-6	-2	-4
Cc1ccc(C)c(NC(=O)c2cc([N+](=O)[O-])cc([N+](=O)[O-])c2)c1	-5	1	-1.1	3	-2	-31	i	6	-3	-4
O=C(O)c1ccc(S(=O)(=O)Nc2ccc(F)c(Cl)c2)cc1	-12	10	-1.5	1	1	4	i	-1	-1	-2
Cc1cccc(C)c1NC(=O)COc1cccc(/C=N/NC(=O)C(=O)NCc2ccccc2)c1	1	-3	-1.4	9	13	-1	i	-10	1	-1
COc1ccc(OC)c(NC(=O)CCCC(=O)NC2CCCCC2)c1	9	14	-3.4	0	5	1	i	6	-2	0
CCOC(=S)SCC(=O)Nc1nc(C)c(C)s1	1	3	-0.2	-3	11	4	i	-15	3	-5
COc1cc(CC(NC(C)=O)C(=O)NC2CCN(C(=O)Nc3ccccc3C)CC2)cc(OC)c1 (stereo not drawn)	-2	-2	0.3	3	2	0	i	23	-2	1
CC(=O)c1cnc2nc(SCc3cccc(C)c3)nn2c1C	-15	-6	0.9	2	0	6	i	17	2	1
COc1ccc(S(=O)(=O)N2CCOCC2)cc1NC(=O)Cc1c(Cl)cccc1Cl	-1	5	2.6	8	-3	-1	i	-6	0	1
CC1(C)Cc2c(C#N)c(SCCOc3ccccc3)nc(N3CCOCC3)c2CO1	-11	-5	1.9	-5	-6	2	i	12	0	-3
Cc1ccc(O)c(NC(=O)c2ccc3c(c2)C(=O)N(Cc2ccco2)C3=O)c1	1	-3	-1.0	7	43	1	i	-8	2	-12
Cc1nn(Cc2c(F)c(F)c(F)c(F)c2F)c(C)c1NC(=O)c1c(-c2ccccc2)nn(-c2ccccc2)c1C	12	0	2.7	6	-1	0	i	-1	-5	1
COc1ccc(/C=N/NC(=S)Nc2ccccc2)cc1	-4	-133	0.1	-2	3	-1	i	5	0	-8
CCCSc1nc2c(cnn2-c2ccc(C)c(C)c2)c(=O)[nH]1	7	-6	-0.1	-1	3	5	i	8	1	2
O=C(NC(=O)c1ccccc1)Nc1cccc(S(=O)(=O)N2CCCCC2)c1	-6	1	-2.6	-4	14	2	i	12	-5	-2
O=C1C(=O)N(Cc2ccccc2)C(=O)N1CCN1C(=O)c2ccccc2C1=O	-10	0	-0.4	-2	1	-10	i	7	0	0
Cc1cccc(OC(C)C(=O)Nc2nc(-c3ccncc3)cs2)c1 (stereo not drawn)	-1	-19	0.4	1	1	5	i	7	35	2
c1ccc(-n2nnnc2SCCCSc2nc3ccccc3s2)cc1	-18	1	4.2	0	-1	5	i	13	3	7
O=C(NCc1ccccc1)C1CCC(=O)N(CC2CCCCC2)C1 (stereo not drawn)	-5	9	-1.1	2	1	-5	i	9	1	-4
CCN(CC)c1ccc(N=Cc2c(C)[nH]c3ccccc23)cc1	-6	-18	5.8	52	-15	-15	i	-4	2	4
CCOc1ccccc1CNC(=O)CCCC(=O)n1nc(C)c2ccccc21	2	-4	-0.5	1	-1	0	i	-5	12	-5
COc1ccc(-c2cc(C(=O)N(C)CC(=O)Nc3cccc(F)c3)c3ccccc3n2)cc1OC	/	-1	1.2	-1	0	0	i	16	4	4
CN(c1ccc(C(=O)Nc2ccccc2C(=O)N2CCCC2)cc1)S(C)(=O)=O	-6	10	-3.0	1	2	0	i	3	-6	-3
COc1cccc(C(=O)CC(=O)C(=O)Nc2cc(OC)ccc2OC)c1	-18	10	1.3	3	0	-7	i	1	5	6
CCN(CC)c1ccc(C(=O)OCC(=O)Nc2ccc3[nH]c(=O)[nH]c3c2)cc1	17	5	1.1	-2	-6	9	i	7	5	8
CCOC(=O)N1CCN(CC(O)COc2ccccc2C(C)C)CC1 (stereo not drawn)	-8	-9	0.2	1	3	-2	i	-15	-1	-6
CCCC12CN3CC(C)(CN(C1)C31C(=O)Nc3ccc(C)cc31)C2=O (stereo not drawn)	-1	-9	0.5	5	6	-8	i	-1	-1	1
O=[N+]([O-])c1cc(S(=O)(=O)N2CCCC2)ccc1N/N=C/c1ccccn1	-5	-8	1.3	-3	12	-24	i	-2	1	-3
CCC(=O)N(Cc1cc2ccc(C)cc2[nH]c1=O)c1ccccc1OC	-1	0	-0.7	-3	-1	-1	i	2	0	-3
COc1ccccc1C(=O)NCC(=O)Nc1ccccc1	-3	9	-2.4	-1	0	3	i	10	-4	-4
COc1cccc(C(=O)NC2CCCN(C3Cc4ccccc4C3)C2)c1OC (stereo not drawn)	-8	-1	0.3	-2	-6	3	i	11	-1	-1
CCc1cccc(CC)c1NC(=S)Nc1ccccc1	-7	20*	-0.4	2	-1	-4	i	8	1	-2
CCCCCC(/C=N/Nc1ccc(S(=O)(=O)N2CCOCC2)cc1[N+](=O)[O-])=C\c1ccccc1	-9	6	3.7	-3	14	-11	i	-6	6	3
Cc1nnc(SCCN2C(=O)c3ccccc3C2=O)nc1C	-5	-2	-0.7	0	1	-5	i	4	2	-2
Cc1cc(C)n(Cc2n[nH]c(=S)n2Cc2ccccc2)n1	-10	-3	-2.0	2	1	1	i	2	-4	-7
Cc1ccc(S(=O)(=O)N2CCN(C(=O)CCC(=O)NCc3ccc(F)cc3)CC2)cc1	-5	6	-0.8	4	4	2	i	2	-2	-1
CCCS(=O)(=O)Nc1cccc(-c2cn3c(n2)SCC3)c1	-5	-1	-1.2	0	-1	3	i	11	-1	7
O=C(C1CCN(S(=O)(=O)N2CCC3(CC2)OCCO3)CC1)N1CCc2ccccc2C1	-5	3	-2.8	3	-4	2	i	-5	4	2
COc1ccc([N+](=O)[O-])cc1N(CC(=O)Nc1ccccc1C(=O)N1CCCC1)S(C)(=O)=O	-9	15	-2.2	2	3	-5	i	0	-2	-4
Cc1nn(C)c(C)c1NC(=O)c1ccc(Br)o1	9	17	1.2	0	4	0	i	-2	-2	-2
C1=C\CCC2(OCCO2)C2(CC/1)OCCO2	/	-5	-1.4	2	1	5	i	7	1	4
O=C(Nc1ccc2c(c1)OCCO2)c1cncc(Br)c1	-2	4	-0.3	-4	-1	2	i	5	-17	0
Cc1cc2ncn(-c3ncccc3[N+](=O)[O-])c2cc1C	-7	4	0.3	-11	-8	-25	i	-6	-3	-7
CCN(CC)S(=O)(=O)c1ccc(C)c(C)c1	-8	-3	0.1	1	-1	0	i	1	3	-1
CNC[C@H]1OCCCC[C@H](C)Oc2ccc(NC(=O)CCCN(C)C)cc2C(=O)N([C@H](C)CO)C[C@@H]1C	/	-74	-7.0	-2	3	-23	i	17	-5	-8
COc1ccccc1Nc1nc(NCC(C)C)nc(N)c1[N+](=O)[O-]	18	-1	4.9	-14	0	-3	i	9	-2	1
CCOC(=O)c1[nH]c2ccc(OC)cc2c1NC(=O)N1CCOCC1	-3	-10	-1.0	2	-1	3	i	-2	-1	5
O=C(c1ccccc1)c1cc([N+](=O)[O-])ccc1N1CCCC1	5	-14	-0.7	7	1	-18	i	-1	0	-1
COc1ccc(-c2ccc(C(=O)Nc3cccc(NS(C)(=O)=O)c3)c3occc23)c(C)c1	/	-9	4.8	-4	-16	1	i	8	-1	-10
COc1cccc(C2=NOC(C(=O)NCc3ccco3)C2)c1 (stereo not drawn)	2	12	-0.2	3	-2	0	i	6	13	-2
COC(=O)c1cc(=O)nc2sccn12	-5	-2	-1.4	4	2	-5	i	13	0	-2

Further records:
SMILES	Scp1 inh	CendR NRP1 mod	LMPTP block	MT1-MMP act inh	DNMT1 block	SUMO1 PPI mod	Rpn11 inh	SKN-1 block	STEP inh	NadD inh
Cc1cccc(C)c1NC(=S)N(Cc1ccccc1)Cc1cccnc1	-1	4	-1.4	-4	1	2	i	0	2	-1
CC1(C(=O)NS(=O)(=O)c2cccc(Cl)c2)CCN1C(=O)COc1ccc(Cl)cc1 (stereo not drawn)	/	2	-2.8	-2	2	8	i	5	-1	-3
COc1ccc(/C=C/C(=O)O/N=C(\N)c2ccccc2)cc1OC	-4	2	1.6	2	3	-4	i	1	-5	-5
CC(C)OC(=O)c1c(NC(=O)c2cnn3c2NC(c2ccccc2)CC3C(F)(F)F)sc2c1CCCC2 (stereo not drawn)	-8	13	-5.1	0	-5	0	i	1	-2	20

Sorted by the number under Scp1 inh (lowest first): 3 of the compounds above.
SMILES	Scp1 inh	CendR NRP1 mod	LMPTP block	MT1-MMP act inh	DNMT1 block	SUMO1 PPI mod	Rpn11 inh	SKN-1 block	STEP inh	NadD inh
CC(C)OC(=O)c1c(NC(=O)c2cnn3c2NC(c2ccccc2)CC3C(F)(F)F)sc2c1CCCC2 (stereo not drawn)	-8	13	-5.1	0	-5	0	i	1	-2	20
COc1ccc(/C=C/C(=O)O/N=C(\N)c2ccccc2)cc1OC	-4	2	1.6	2	3	-4	i	1	-5	-5
Cc1cccc(C)c1NC(=S)N(Cc1ccccc1)Cc1cccnc1	-1	4	-1.4	-4	1	2	i	0	2	-1
